TCR activator: activators of T cell receptors. Potency, µM (series often up to 9.22 µM), without a hit: at the top dose activation of IL-2 secretion, usual class: activators. primary human leukocytes, anti-CD3, IL-2 HTRF, 48 h. 330,000 tested, under 10 active; further: % of control where 0% means no effect
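Primary human leukocytes receive a-CD3 beads and test compound and are incubated 48 hr. Secreted IL-2 is then assayed by HTRF, measuring 665nm acceptor emission after 320nm excitation of the europium donor.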
TSG101-PTAP inh: blocks PTAP/TSG101 interaction to inhibit HIV-1 budding | Q99816 | Fluorescence polarization, FITC-PTAP peptide / Tsg101 binding | Potency, µM (doses to about 115 µM), without a hit: top-dose activity change, negative = inhibition, hits mostly inhibitors | 340,000 tested, under 10 active; active means well fitted inhibition curve with a large enough effect in the main read-out, with a control signal flat, not every such curve was filed as active; inconclusive means small, poorly fitted or top-dose-only effect, or effect the other way, or a change in a side signal; inactive means no such curve, though single readings can be large or run the other way; further: potency means the concentration at half of the fitted maximal effect; % of control where 0% means no effect
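Compounds were pin-transferred onto Tsg101 binding domain (10 uM final) in HEPES pH 7.5 buffer, then FITC-PTAP peptide was added at 50 nM final. After 20 min at RT, polarization reported peptide displacement across a qHTS concentration series.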
Mito fusion act: blocks mitochondrial division or promotes mitochondrial fusion; S. cerevisiae fusion-defective mutant growth rescue, CellTiterGlo 48 h; Potency, µM (doses to about 46.1 µM), for inactives: top-dose growth rescue (activation), actives largely listed as activators; 320,000 compounds, 0.23% hits;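 further: potency means the concentration at half of the fitted maximal effect; % of control where 0% means no effect; nearly all actives have a fitted effect of over 45% in size; temperature-sensitive fusion mutants such as fzo1-1 at 37 °C on non-fermentable ethanol glycerol medium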
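Compounds are tested for their ability to restore growth of mitochondrial fusion-defective yeast strains at non-permissive 37C in YPEG medium over 48 hours. Viability is quantified by luciferase luminescence.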
TSHR antag: human thyrotropin receptor antagonism | TSHR-expressing cells, TSH-stimulated cAMP HTRF, 2 h; hits give low values | activity change, negative = inhibition, % at 11.5 µM | 330,000 compounds, 0.2% hits | AID 504810;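 active means activity change below a set negative limit, meaning inhibition stronger than a set level, cut at about -70% in these data; inconclusive means activity change between two set negative limits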; further: on the % scale 0 is the no-effect control and ±100 the full control effect
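Inhibition of cAMP made by TSHR-expressing cells under TSH stimulation (4nM final, EC80; 2 h, 37 deg C) is quantified with a one-step lysis HTRF kit, anti-cAMP cryptate versus cAMP-d2.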
Eya2 phos inh: blocks the phosphatase activity of human Eya2 | recombinant Eya2, OMFP fluorescence dephosphorylation (OMFP is methylfluorescein phosphate) | Potency, µM (series often up to 76.9 µM), without a hit: top-dose activity, negative = inhibition, usual class: inhibitors | 330,000 compounds, 0.006% hits; further: potency means the concentration at half of the fitted maximal effect; on the % scale 0 is the no-effect control and ±100 the full control effect
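Eya2 protein (added as 0.2 uM solution) was preincubated with compound for 10 min at ambient temperature in 50 mM HEPES pH 7.5, 50 mM NaCl, 5 uM MgCl2, 0.05% BSA, 1 mM DTT. OMFP (added at 50 uM) then reacted 10 min; fluorescence read at 485/525 nm.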
ELG1 DNA repair: inhibitors of ELG1-dependent DNA repair in HEK293T cells. HEK293T ELG1-luciferase reporter, luminescence, 16 h; DNA damage induced by 5-fluorouridine. Potency, µM (doses to about 46.1 µM), for the others: at the highest dose activity change, negative = inhibition, hits mostly inhibitors. 330,000 compounds, 2.3% hits; further: potency means the concentration at half of the fitted maximal effect; on the % scale 0 is the no-effect control and ±100 the full control effect; nearly all actives have a fitted effect of over 55% in size
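HEK293T cells expressing luciferase-tagged ELG1 (2,000/well) received 5-Fluorouridine plus compound or DMSO for 16 hr at 37 °C. Luciferase was read by ONE-Glo luminescence after 30 min at room temperature.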
USP2a inh: blocks human ubiquitin-specific protease USP2a; AID 463254; USP2 core, Ub-CHOP2 coupled fluorogenic reporter, 485/531; 330,000 compounds, 0.01% hits; Potency, µM (titrated, usually from 38.3 µM), for the others: top-dose activity change, negative = inhibition, most hits filed as inhibitors;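 further: potency means the concentration at half of the fitted maximal effect; plate controls were DMSO wells for no effect and full inhibition by NEM control for full effect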
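Cell-free coupled assay: 10nM USP2 core preincubated 30min RT with compound in Tris-HCl pH 8.0/CaCl2/CHAPS buffer, then 25nM Ub-CHOP2 and 25nM reporter substrate; fluorescence (Ex 485/Em 531) read after 60min RT, normalized to NEM inhibition, concentration-response curves fitted.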
BCR signal inh: blocks chronic active B-cell receptor signaling; ABC-DLBCL IkBa-CBG/CBR reporter, luminescence ratio, 4 h; Potency, µM (top dose mostly 46.1 µM), without a hit: top-dose ratio change, negative = lower green/red ratio, actives largely listed as inhibitors; 340,000 compounds, 0.05% hits; active means well fitted inhibition curve with a large enough effect in the signal ratio, with a control signal flat, not every such curve was filed as active; inconclusive means small, poorly fitted or top-dose-only effect, or effect the other way, or a change in a side signal; the % refers to the signal ratio;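 further: potency means the concentration at half of the fitted maximal effect; plate controls were basal doxycycline-induced cells for no effect and cells given 10 µM MG132 for full effect; MG132 reads +100%, hits lower the ratio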
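Concentration-response series (up to 46 uM) were applied to TMD8 dual-reporter cells for 4 h at 37C with doxycycline. Green/red ratio, after filter-overlap correction, defined %Activity; red signal alone was normalised to basal cells and zero luminescence.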
Tb PFK block: inhibitors of T. brucei phosphofructokinase. Potency, µM (highest dose often 57.5 µM), inactives show at the top dose activity, negative = inhibition, most hits filed as inhibitors. 330,000 compounds, 0.17% hits. O15648. AID 485367. T. brucei PFK, ADP-Glo luminescence;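 further: potency means the concentration at half of the fitted maximal effect; 0% = uninhibited 1x PFK enzyme wells and -100% = no-enzyme wells; nearly all actives have a fitted effect of over 60% in size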
Target sequence (O15648 whole entry, looked up): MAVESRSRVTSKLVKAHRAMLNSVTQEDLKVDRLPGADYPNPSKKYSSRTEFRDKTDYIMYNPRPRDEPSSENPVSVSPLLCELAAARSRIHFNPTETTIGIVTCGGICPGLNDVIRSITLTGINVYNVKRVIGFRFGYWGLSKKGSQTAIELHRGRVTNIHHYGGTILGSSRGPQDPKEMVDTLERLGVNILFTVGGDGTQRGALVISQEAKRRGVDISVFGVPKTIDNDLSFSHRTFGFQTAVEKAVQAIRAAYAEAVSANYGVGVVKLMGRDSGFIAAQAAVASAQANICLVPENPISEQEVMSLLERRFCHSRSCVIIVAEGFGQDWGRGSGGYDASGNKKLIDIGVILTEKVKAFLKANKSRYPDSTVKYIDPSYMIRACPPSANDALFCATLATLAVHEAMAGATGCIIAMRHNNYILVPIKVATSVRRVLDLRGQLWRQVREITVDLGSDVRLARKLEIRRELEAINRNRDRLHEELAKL
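Luminescent ADP detection (ADP-Glo, two-step: ATP depletion then ADP-to-ATP conversion for luciferase) reported PFK activity after 45 min room-temperature reaction of 1.25 nM enzyme with 0.5 mM F6P and 0.1 mM ATP at pH 8.0.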
B2AR arrestin: recruits beta-arrestin to the human beta2-adrenergic receptor | P07550 | AID 492947 | Potency, µM (titrated, usually from 46.1 µM), inactives show at the top dose activation, most hits filed as activators | beta-arrestin recruitment to beta2AR, cell-based reporter | 330,000 compounds, 0.02% hits;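 further: potency means the concentration at half of the fitted maximal effect; 0% = DMSO controls and full agonism = EC100 isoproterenol or metaproterenol; nearly all actives have a fitted effect of over 65% in size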
Target sequence (P07550 whole entry, looked up): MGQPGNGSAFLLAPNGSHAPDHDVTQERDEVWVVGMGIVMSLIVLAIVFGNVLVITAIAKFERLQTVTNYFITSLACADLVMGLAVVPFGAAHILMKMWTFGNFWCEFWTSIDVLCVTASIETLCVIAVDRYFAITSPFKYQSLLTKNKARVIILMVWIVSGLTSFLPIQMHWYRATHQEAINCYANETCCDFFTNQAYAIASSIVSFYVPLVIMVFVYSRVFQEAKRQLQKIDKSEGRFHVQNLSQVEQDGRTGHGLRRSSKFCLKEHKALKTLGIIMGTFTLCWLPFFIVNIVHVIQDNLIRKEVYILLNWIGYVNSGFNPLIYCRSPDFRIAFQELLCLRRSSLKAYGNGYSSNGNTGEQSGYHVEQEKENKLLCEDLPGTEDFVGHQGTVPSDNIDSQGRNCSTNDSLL
uPA surface inh: inhibitors of cell surface uPA generation. cell surface uPA generation assay, qHTS. Potency, µM (series often up to 38.3 µM), for the others: at the top dose activity change, negative = inhibition, usual class: inhibitors. 330,000 compounds, 0.31% hits. AID 540303; active means well fitted inhibition curve with a large enough effect; inconclusive means small, poorly fitted or top-dose-only effect; inactive means no such curve, though single readings can be large or run the other way; tested in mouse RAW 264.7 cells; further: potency means the concentration at half of the fitted maximal effect; on the % scale 0 is the no-effect control and ±100 the full control effect; nearly all actives have a fitted effect of over 55% in size
* hit, by the source's call; ? = inconclusive; nt = no result given; & = joins results of further samples; [ ] = remark or other dose. Unless noted, the call rests on the fitted dose curve; in most records, active means well fitted curve in the direction sought with a large enough effect; inconclusive means small, poorly fitted or top-dose-only effect, or another doubt; inactive means no such curve, though single readings can be large; an effect the other way counts as inactive or inconclusive. No enrichment for hits. Share with any hit: about 3%.

entry	molecule	TCR activator	TSG101-PTAP inh	Mito fusion act	TSHR antag	Eya2 phos inh	ELG1 DNA repair
1	O=[N+]([O-])c1ccccc1Nc1ccc(O)cc1	-1%	-1%	-1%	-1	-5%	-19%
2	CC(=O)c1sc(C(C)(C)C)cc1NC(=O)/C=C/C(=O)O	-9%	-2%	-8%	-10	-9%	?
3	O=C(c1ccccc1NS(=O)(=O)c1ccc([N+](=O)[O-])cc1[N+](=O)[O-])N1O[C@@H]2C=C[C@H]1C2	-2%[46.1 µM]	-3%	nt	8	-6%	?
4	CC(=O)c1ccc(C(=O)Nc2ccc3c(c2)C(=O)NC3=O)cc1	-3%	0%	0%	4	-2%	5%
5	CC1(C)CC(=O)C2=C(C1)NC(SCC(=O)Nc1ccccc1)=C(C#N)C21CCCCC1	-2%	-2%	0%	-6	13%[15.4 µM]	?
6	CCOc1cccc2sc(N3CCN(C(=O)c4ccc5ncsc5c4)CC3)nc12	1%	-4%	0%	-3	4%	-12%
7	Cc1ccc2nc(-c3cccs3)oc(=O)c2c1	3%	-3%	-3%	-12	6%	?
8	CSCCC(NC(=O)c1ccccc1Br)C(=O)NCC1CCCCC1 (configuration not stated)	-5%	3%	4%	11	11%	-15%
9	Nc1ccccc1C(=O)NCc1ccc(F)cc1	1%	-1%	-2%	15	13%	8%
10	CC(C)CC1Nc2ccc(C(=O)NCc3ccc4c(c3)OCO4)cc2NC1=O (configuration not stated)	-1%	-4%	3%	-4	-9%	2%
11	COCCN1C(=O)C(=O)/C(=C(/O)c2ccc3c(c2)OCCO3)C1c1ccc(C(=O)OC)cc1 (configuration not stated)	-3%	-11%	-6%	-2	17%	-4%
12	COc1ccc(N2CCN(CCCNC(=O)c3cc4sccc4n3C)CC2)cc1	3%	-3%	-5%	7	10%	?

entry	USP2a inh	BCR signal inh	Tb PFK block	B2AR arrestin	uPA surface inh
1	-1%	-1%	0%	-0.3%	-6%
2	7%	11%	1%	-1.0%	-12%
3	4%	?	-6%	-0.7%	?
4	-10%	?	-28%	0.4%	-1%
5	3%	9%	-4%	0.1%	1%
6	2%	-5%	-2%	0.0%	9%
7	-1%	?	-1%	-0.1%	-3%
8	3%	?	-1%	-0.3%	4%
9	4%	-6%	-7%	-0.8%	-6%
10	1%	-5%	3%	0.1%	2%
11	-1%	-1%	-3%	-0.5%	2%
12	-1%	2%	-1%	-0.6%	nt

Next compounds follow.
entry	molecule	TCR activator	TSG101-PTAP inh	Mito fusion act	TSHR antag	Eya2 phos inh	ELG1 DNA repair
13	CC(=O)Nc1ccc(-c2cc(N)n(-c3ccccc3)n2)cc1	8%	-1%	5%	5	11%	?
14	Cc1ccc(C2=NN(CC(=O)NCCN(CC(C)C)CC(C)C)C(=O)CC2)cc1	-4%	-6%	-14%	30	1%	-4%
15	O=C(CS(=O)(=O)c1ccccc1)Nc1ccc(Br)cn1	1%[46.1 µM]	-1%	-1%	-1	1%	16%
16	COc1ccc(C(=O)NCc2nnc(SCC(=O)NO)n2Cc2ccccc2)cc1	-3%	-5%	-4%	8	-1%	0%
17	C=CC[C@H](CC(=O)N(CCO)Cc1ccccc1)C(=O)N[C@H](C)COC(=O)[C@@H](CC=C)CC(=O)OC(C)(C)C	-3%	0%	nt	-23	4%	?
18	Cc1cc(Cl)ccc1OCC(=O)OCC(=O)N(CC(C)C)c1c(N)n(Cc2ccccc2)c(=O)[nH]c1=O	-3%	-1%	-5%	44	3%	-2%
19	O=C(NC(=S)Nc1ccccc1O)c1ccc(Cl)cc1Cl	nt	-3%	16%	-10	3%	?
20	CCN(CC)S(=O)(=O)c1cc([N+](=O)[O-])ccc1NNC(=O)Nc1ccc(F)cc1	2%	-3%	8%	-8	-27%	?
21	CCCCCCc1cc2cc(C(=O)Nc3ccccc3OC)c(=O)oc2cc1O	1%[46.1 µM]	0%	-8%	-3	-2%	-5%
22	CCOc1ccc(/C=N/NC(=O)CN2CCCCCCC2)cc1	1%	1%	2%	-1	1%	-7%
23	O=C(Nc1cccc([N+](=O)[O-])c1)c1ccc2nsnc2c1	-6%	1%	4%	24	6%	2%
24	COc1cccc(CN2CCNC(=O)C2CC(=O)N(C)CCC2CCOCC2)c1 (configuration not stated)	-5%	-6%	11%	-3	-1%	11%

entry	USP2a inh	BCR signal inh	Tb PFK block	B2AR arrestin	uPA surface inh
13	6%	-2%	3%	0.3%	0%
14	-2%	-3%&-9%	0%	-0.1%	6%
15	5%	1%	3%	-0.5%	-7%
16	0%	?	-4%	-0.2%	2%
17	?	-1%	-1%	-0.6%	7%
18	2%	?	1%	0.2%	-1%
19	1%	?	0%	0.4%	-6%
20	5%	?	-9%	-0.2%	4%
21	0%	-19%	6%	-1.0%	2%
22	1%	-4%	0%	-0.4%	2%
23	3%	?	-13%	-0.1%	-7%
24	-1%	5%	1%	-0.6%	2%

Next section:
entry	molecule	TCR activator	TSG101-PTAP inh	Mito fusion act	TSHR antag	Eya2 phos inh	ELG1 DNA repair
25	Cc1cc(C(=O)NC(C)c2ccc3c(c2)OCO3)cs1 (configuration not stated)	7%	0%	-2%	3	-12%	21%
26	COc1ccc(NC(=O)c2cc3ccccc3o2)cn1	0%	-6%	1%	3	-8%	?
27	COCc1nc2ccccc2n1Cc1cccc(C)c1	-10%	-1%	-8%	2	-25%	15%
28	COc1ccc(-c2nc3cnccn3c2Nc2ccc(C)cc2)cc1	-2%	-5%	12%	1	-12%	-1%
29	CN(c1ccccc1)S(=O)(=O)c1ccc(C(=O)NCc2ccccc2CN2CCCC2)cc1	-3%	-8%	-3%	1	7%	-10%
30	COc1cccc(OC)c1NC(=O)C1CCCN1C(=O)Nc1ccccc1F (configuration not stated)	-4%	-7%	-1%	7	-1%	12%
31	COc1ccc(S(=O)(=O)N2CCN(C(=O)c3c(-c4ccccc4)noc3C)CC2)cc1	-13%	-12%	3%	-3	26%	0%
32	CCOc1ccccc1NC(=O)CN(c1ccc(C)cc1)S(=O)(=O)c1c(C)n[nH]c1C	-11%	-2%	2%	4	-4%	-20%
33	Cc1ccc2nc(-c3ccccc3C)oc(=O)c2c1	-5%	-2%	-3%	1	-10%	4%
34	CC(=O)Nc1cc2c(nc1C)nc(C)n2Cc1ccc(Br)cc1	-3%	0%	-13%	6	-2%	2%

entry	USP2a inh	BCR signal inh	Tb PFK block	B2AR arrestin	uPA surface inh
25	1%	3%	3%	0.1%	nt
26	-1%	?	1%	-0.7%	-11%
27	0%	-7%	1%	-0.6%	3%
28	-2%	-1%	-6%	-0.9%	-18%
29	-1%	-1%	2%	-0.5%	-6%
30	4%	-3%	4%	-1.4%	4%
31	2%	5%	-2%	-0.2%	-1%
32	-12%	?	3%	-0.6%	1%
33	-7%	?	-1%	0.3%	-9%
34	0%	-2%	0%	-0.1%	-2%

Laid out differently: entries from further up
#31 COc1ccc(S(=O)(=O)N2CCN(C(=O)c3c(-c4ccccc4)noc3C)CC2)cc1
  TCR activator = -13%; TSG101-PTAP inh = -12%; Mito fusion act = 3%; TSHR antag = -3; Eya2 phos inh = 26%; ELG1 DNA repair = 0%; USP2a inh = 2%; BCR signal inh = 5%; Tb PFK block = -2%; B2AR arrestin = -0.2%; uPA surface inh = -1%
#32 CCOc1ccccc1NC(=O)CN(c1ccc(C)cc1)S(=O)(=O)c1c(C)n[nH]c1C
  TCR activator = -11%; TSG101-PTAP inh = -2%; Mito fusion act = 2%; TSHR antag = 4; Eya2 phos inh = -4%; ELG1 DNA repair = -20%; USP2a inh = -12%; BCR signal inh = ?; Tb PFK block = 3%; B2AR arrestin = -0.6%; uPA surface inh = 1%

Source: PubChem BioAssay (National Center for Advancing Translational Sciences (NCATS))
